Mtb BioA inh = BioA (M. tuberculosis) enzyme inhibition. purified M. tuberculosis BioA enzyme, plate reader. inhibition, % at 9.99 µM. actives 0.096% (n = 360,000). AID 602481; in the data active means inhibition above about 40%; inconclusive means no clear call, values can overlap the other calls
Mtb FBA inh = Mtb fructose-bisphosphate aldolase inhibition. P9WQA3. purified M. tuberculosis FBA, fluorescence read-out. inhibition, % at 1 µM. actives 2.3% (n = 360,000); in the data active means inhibition above about 27%;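 further: 0% = vehicle and 100% = reference inhibitor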
Target sequence (P9WQA3 whole entry, looked up): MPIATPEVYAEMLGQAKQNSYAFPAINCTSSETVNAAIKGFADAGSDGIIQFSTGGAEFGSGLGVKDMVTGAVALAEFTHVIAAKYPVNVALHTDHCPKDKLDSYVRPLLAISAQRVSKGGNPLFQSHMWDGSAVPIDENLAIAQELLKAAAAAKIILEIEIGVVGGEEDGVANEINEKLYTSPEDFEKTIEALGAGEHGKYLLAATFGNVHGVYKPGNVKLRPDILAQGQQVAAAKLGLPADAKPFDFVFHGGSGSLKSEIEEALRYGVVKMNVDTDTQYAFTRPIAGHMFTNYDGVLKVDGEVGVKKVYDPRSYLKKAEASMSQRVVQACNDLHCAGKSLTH
GDH-TPI inh = GDH-TPI coupled enzyme inhibition counter-screen; inhibition, % at 4.8 µM; AID 588335; GDH-TPI coupled enzyme counterscreen, NADH absorbance; actives 1.2% (n = 360,000); in the data active means inhibition above about 30%;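 further: 0% = DMSO wells and 100% = wells lacking the enzyme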
UGM FP inh = inhibitors of M. tuberculosis UDP-galactopyranose mutase; P9WIQ1; purified UGM, fluorescence polarization probe displacement; inhibition, % at 10 µM; actives 0.06% (n = 320,000); AID 504406; in the data active means inhibition above about 10%, passing the limit was not always enough; inconclusive means no clear call, values can overlap the other calls
Target sequence (P9WIQ1 whole entry, looked up): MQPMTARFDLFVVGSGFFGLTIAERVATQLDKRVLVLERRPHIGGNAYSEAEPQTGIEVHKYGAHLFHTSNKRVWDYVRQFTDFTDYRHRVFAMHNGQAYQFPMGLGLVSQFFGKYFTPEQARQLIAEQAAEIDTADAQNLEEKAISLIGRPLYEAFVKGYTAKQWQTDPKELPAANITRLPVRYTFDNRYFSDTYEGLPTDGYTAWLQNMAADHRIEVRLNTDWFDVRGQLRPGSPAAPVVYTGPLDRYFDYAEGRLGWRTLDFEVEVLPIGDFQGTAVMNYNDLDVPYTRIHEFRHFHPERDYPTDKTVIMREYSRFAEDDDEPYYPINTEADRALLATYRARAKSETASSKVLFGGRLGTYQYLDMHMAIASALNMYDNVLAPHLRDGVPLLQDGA
FadD28 binding = blocks FadD28 binding to the bisubstrate probe; AID 588549; actives 0.22% (n = 360,000); fluorescence polarization; inhibition, % at 12.5 µM; in the data active means inhibition above about 8.5%, passing the limit was not always enough; inconclusive means no clear call, values can overlap the other calls
BoNT A protease = blocks Botulinum neurotoxin A light chain protease. multiplex microsphere protease substrate cleavage, flow cytometry. actives 0.17% (n = 360,000). AID 588499. inhibition, % at 10 µM; further: plate controls were buffer without enzyme for full effect and enzyme alone for no effect
Anthrax LF prot = anthrax lethal factor protease inhibition | P15917 | actives 0.12% (n = 360,000) | multiplex microsphere protease cleavage assay, LF | inhibition, % at 10 µM | AID 588501; further: plate controls were buffer without enzyme for full effect and enzyme alone for no effect
BoNT-F LC inh = BoNT F light chain protease inhibition; inhibition, % at 10 µM; actives 0.22% (n = 360,000); AID 588497; Multiplex microsphere protease cleavage assay, flow cytometry; in the data active means inhibition above about 35%, passing the limit was not always enough; inconclusive means no clear call, values can overlap the other calls; further: plate controls were buffer without enzyme for full effect and enzyme alone for no effect
PfHsp40 rescue = rescue of PfHsp40-mediated yeast toxicity. S. cerevisiae expressing PfHsp40, growth rescue, ATP luminescence. growth rescue, % at 12.5 µM. actives 0.68% (n = 340,000); in the data active means growth rescue above about 28%, passing the limit was not always enough; inconclusive means no clear call, values can overlap the other calls;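 further: yeast W303a lacking pdr1 and pdr3 grown in galactose medium; growth measured after three days at 30 °C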
* hit, by the source's call; u = inconclusive; x = no result given. Unless noted, no stated cut-off is given here; in the data, active means inhibition above about 30%; inconclusive means no clear call, values can overlap the other calls; inactive means below that.

SMILES	Mtb BioA inh	Mtb FBA inh	GDH-TPI inh	UGM FP inh	FadD28 binding	BoNT A protease	Anthrax LF prot	BoNT-F LC inh	PfHsp40 rescue
CC1CCN(C(=O)c2cc3nc(C4CC4)cc(C(F)(F)F)n3n2)CC1	0.7	5.4	7.0	0.6	-2.2	-0.3	1.7	6.3	0.3
Cc1ccc(C(=O)COC(=O)CCN2C(=O)C3C4CC(C(Br)C4Br)C3C2=O)cc1 (stereo unspecified)	0.0	4.9	-8.6	0.4	-1.5	-0.7	5.4	-9.5	-1.2
O=C(/C=C\N1CCOCC1)c1ccc(Br)cc1	0.8	-3.0	23.6	1.8	0.1	2.5	7.9	7.6	7.5
O=C1OC(N2C(=O)CC[C@H]2C(=O)Nc2ccc3c(c2)OCO3)c2ccccc21 (stereo partly specified)	-0.7	3.2	11.8	-4.3	-0.2	-0.4	-5.6	-3.7	-0.4
O=C(NN1CCCCC1)c1cccc(COc2ccc(Cl)cc2)c1	-0.8	0.8	-2.9	-1.3	-2.3	1.4	0.9	9.1	6.3
C=CCc1c(C)nc2cc(-c3ccc(C)cc3)[nH]n2c1=O	-1.0	26.9*	-1.5	0.4	2.4	-4.2	3.1	u	-0.7
COC(=O)c1cc(NS(=O)(=O)c2ccc(N3CCCCC3)c([N+](=O)[O-])c2)cc(C(=O)OC)c1	x	-0.2	9.9	2.8	1.2	-0.5	-2.3	-3.1	3.1
OCCn1ccc(-c2ccccc2OCc2ccc(F)cc2)n1	3.5	-0.7	10.5	-1.5	-3.8	-3.3	-6.0	-6.1	x
COc1ccc(NC(=O)c2ccsc2NC(C)=O)cc1	x	5.1	1.0	-1.7	-3.6	-0.9	-3.1	1.7	0.6
S=C(NCCSCc1ccc(Cl)cc1Cl)Nc1ccccc1	-2.1	-2.3	2.7	3.4	-1.5	-1.3	-3.5	-21.3	5.5
CC1CCCN(CC(=O)c2ccc(Cl)c(Cl)c2)C1 (stereo unspecified)	x	2.8	3.5	-3.6	-0.8	-0.8	-6.0	-0.3	-0.9
CN(CC(=O)Nc1cccc(F)c1)C(=O)c1cc(-c2ccco2)nc2ccccc12	x	75.0*	11.3	-1.4	0.1	-0.9	u	-4.9	-0.3
C#CCOCCOCCOCCNc1nc(N2CCN(C(=O)CCCCCCCCCCNC(=O)[C@H](CCCCN)n3cc(CCCC(=O)O)nn3)CC2)nc(N2CCN(C(=O)CCCCCCCCCCNC(=O)[C@H](CCCCN)n3cc(CCCC(=O)O)nn3)CC2)n1	1.7	2.9	10.9	1.3	1.2	-1.6	-8.1	-23.9	-1.6
CC(=O)N1CCC(C(=O)OCc2ccccc2F)(c2ccccc2)CC1	2.3	0.1	-10.1	0.8	0.2	1.3	-1.6	1.5	0.1
COc1ccc(F)cc1S(=O)(=O)NCC(c1ccc2c(c1)OCO2)N1CCN(C)CC1 (stereo unspecified)	0.7	0.0	13.8	-1.1	-0.5	x	x	x	-0.6
O=C(Cc1ncon1)Nc1ccc(F)c(F)c1F	x	-0.7	8.3	0.4	-1.9	2.4	-16.7	u	0.2
CN(CCO)C1=CC(=O)CC(C)(C)C1	x	9.9	5.5	1.4	0.6	0.7	4.4	16.6	0.1
COc1cccc2c1OCC(CN1CCN(C3CCCCC3)C(CCO)C1)=C2 (stereo unspecified)	0.8	3.8	-2.5	0.9	-2.0	-0.4	-3.8	-2.8	-0.2
CC(=O)N1CCC(N(CCN2CCOCC2)C(=S)Nc2cccc(C)c2)CC1	x	-3.0	1.1	-1.1	-0.2	-0.3	-0.5	-4.1	-1.0
CN1CCN(S(=O)C23CC4CC(CC(C4)C2)C3)CC1 (stereo unspecified)	-1.3	3.5	14.3	1.6	1.6	-0.3	-0.7	-6.3	1.1
O=C(COC(=O)CCc1c[nH]c2ccccc12)Nc1cccc(Cl)c1	-0.2	-0.8	12.9	x	1.3	-0.2	-7.0	1.2	x
O=C(Cc1ccc(F)cc1)N/N=C/c1ccncc1	x	1.4	3.8	0.2	-2.2	-1.1	-2.1	7.4	-0.4
c1ccc2nc(-c3ccc(-n4ccnc4)cc3)ccc2c1	12.9	1.4	-2.6	0.3	-4.0	-0.1	11.4	-5.8	0.3
COc1ccc(C2CC(c3cccs3)=NN2C(=O)CSc2nc3c(cnn3-c3ccccc3)c(=O)[nH]2)cc1 (stereo unspecified)	-1.5	-0.2	9.1	0.1	0.3	-0.8	-5.4	-0.5	-1.8
CCCS(=O)(=O)NC(=O)C1(C)CCN(C(=O)c2ccccc2OC(F)(F)F)C1 (stereo unspecified)	-1.1	3.0	0.9	x	-2.4	0.0	7.4	-1.8	x

Arranged by length of the SMILES (high to low): some entries from above
SMILES	Mtb BioA inh	Mtb FBA inh	GDH-TPI inh	UGM FP inh	FadD28 binding	BoNT A protease	Anthrax LF prot	BoNT-F LC inh	PfHsp40 rescue
COC(=O)c1cc(NS(=O)(=O)c2ccc(N3CCCCC3)c([N+](=O)[O-])c2)cc(C(=O)OC)c1	x	-0.2	9.9	2.8	1.2	-0.5	-2.3	-3.1	3.1
O=C(COC(=O)CCc1c[nH]c2ccccc12)Nc1cccc(Cl)c1	-0.2	-0.8	12.9	x	1.3	-0.2	-7.0	1.2	x
CC1CCCN(CC(=O)c2ccc(Cl)c(Cl)c2)C1 (stereo unspecified)	x	2.8	3.5	-3.6	-0.8	-0.8	-6.0	-0.3	-0.9
CN(CCO)C1=CC(=O)CC(C)(C)C1	x	9.9	5.5	1.4	0.6	0.7	4.4	16.6	0.1

Continuation.
SMILES	Mtb BioA inh	Mtb FBA inh	GDH-TPI inh	UGM FP inh	FadD28 binding	BoNT A protease	Anthrax LF prot	BoNT-F LC inh	PfHsp40 rescue
COc1ccc(NC(=O)CN2CCC(C)CC2)c([N+](=O)[O-])c1	1.1	-5.5	1.4	-1.2	-1.4	-0.1	2.5	0.3	1.1
O=C(Nc1ccc(Br)cc1)c1cc(-c2ccncc2)nc2ccccc12	-0.1	-2.8	13.4	4.2	-0.9	3.1	-11.1	-26.8	0.1
CCCCCCCC(=O)NN1CCOCC1	-1.8	-0.1	-0.8	-0.2	-0.9	-0.5	0.4	-3.3	1.0
O=C1CCCN1c1ccc(S(=O)(=O)Nc2ccc3c(c2)OCCO3)cc1	x	1.6	13.3	-1.5	-0.3	-0.3	0.0	-6.9	7.3
CN(C)C(=O)Oc1ccc(NC(=O)N2CCOCC2)cc1	-2.3	-1.6	-6.8	-2.2	-4.1	-1.7	9.5	-15.9	-0.9
O=C(NCCNc1ccc([N+](=O)[O-])cc1)c1ccco1	x	-13.7	5.5	-2.2	-1.4	-0.9	2.1	2.3	0.8
COCCNC(=O)CN1CCC(NC(=O)Nc2ccccc2)CC1	0.4	1.0	5.5	-0.6	0.2	u	1.7	-6.9	0.4
COc1ccc(C(=O)C2CCCN(C3Cc4ccccc4C3)C2)c(OC)c1 (stereo unspecified)	x	0.5	2.2	-1.1	-1.1	0.7	0.6	-1.8	0.5
Cn1nc(-c2ccccc2)cc1NS(=O)(=O)c1ccccc1	x	-2.2	3.4	-0.1	-3.0	-0.1	-1.6	-1.5	-0.5
O=C(NC1CCCCC1)c1ccc(S(=O)(=O)NCc2cccnc2)cc1	2.4	3.8	-5.7	-1.2	1.2	0.4	-1.3	-3.0	-2.0
CCOC(=O)Cc1csc(NC(=S)NC(=O)c2ccccc2Br)n1	-0.4	-2.7	6.2	-2.8	-0.4	-0.5	-0.2	0.8	0.5
CCOC(=O)CS(=O)(=O)c1ccc2ccccc2c1	1.7	0.2	-2.6	1.8	-3.6	1.9	7.3	u	2.1
COc1ccc2cnn(-c3ccccc3)c(=O)c2c1OC	-0.6	0.6	13.4	0.2	-0.3	0.4	0.6	10.7	65.5*
O=C(c1ccc(CN2CCc3ccccc3C2)cc1)N1CCCCC1	1.4	0.8	0.0	1.2	-3.0	-0.6	2.4	3.4	-0.2
O=C(COC(=O)/C=C/c1ccc(F)cc1)NCc1cccs1	-0.6	-1.2	-6.7	0.4	-3.3	x	x	x	1.0
COc1ccc(NC(=O)COC(=O)Cc2c[nH]c3ccccc23)cc1OC	x	1.0	-0.6	0.9	-2.6	0.2	3.1	-2.3	0.9
COCCOC(=O)C1=C(C)NC(=O)NC1c1c(F)cccc1Cl (stereo unspecified)	x	2.0	10.8	1.2	-0.5	0.8	-4.0	1.6	-0.7
Cc1ccccc1-c1nc(CS(=O)(=O)CC(=O)NCc2ccccc2)c(C)o1	0.4	1.2	0.5	-4.4	-0.1	0.9	-6.0	4.7	0.4
COc1ccc(C(=O)NCc2ccon2)cc1OC1CCN(C(C)C)CC1	1.9	1.0	0.9	-2.5	0.8	-0.2	2.6	2.0	0.3
Cc1cccc(-n2ncc3c(NCCCn4ccnc4)ncnc32)c1	1.3	10.1	-14.9	0.9	-0.3	0.2	12.6	-1.6	0.5
O=C(NCc1ccco1)c1cc(-c2cccs2)nc2ccccc12	x	79.2*	17.3	1.9	-6.6	-0.6	0.3	-2.0	0.2
CC1(C)Cc2c(C#N)c(SCC(=O)c3ccccc3)nc(N3CCOCC3)c2CO1	x	3.6	10.3	-3.0	-2.1	0.2	-2.1	-5.5	2.0
CCOc1ccccc1CN1CCN(Cc2ccc(C)o2)C(CCO)C1 (stereo unspecified)	x	0.1	10.6	1.4	-0.7	-0.9	-1.3	-4.5	0.0
CCC(NC(=O)c1ccncc1)c1ccccc1 (stereo unspecified)	-0.4	-4.2	-4.1	-0.1	-2.1	-3.8	5.7	u	-2.1
C[C@]12C=CC(=O)C=C1CC[C@@H]1[C@@H]2[C@@H](O)C[C@@]2(C)[C@H]1CC[C@]2(O)C(=O)COC(=O)CCC(=O)NCCc1ccc(O)cc1	-0.5	-3.1	0.0	2.2	-1.0	-0.6	-0.5	8.8	-1.1
The listing continues.
SMILES	Mtb BioA inh	Mtb FBA inh	GDH-TPI inh	UGM FP inh	FadD28 binding	BoNT A protease	Anthrax LF prot	BoNT-F LC inh	PfHsp40 rescue
COc1ccc(C2/C=C\CN(CC(C)C)CC(=O)N2Cc2cccc(F)c2)cc1 (stereo unspecified)	1.7	1.7	9.1	x	-1.6	-0.2	-10.4	-8.5	-0.5
C[C@@H](C(=O)Nc1ccc(SC(F)F)cc1)N1C(=O)C2CCCCC2C1=O (stereo partly specified)	-0.7	-2.0	5.6	-0.6	-1.6	0.1	1.4	-5.9	-0.9
FC(F)(F)c1ccc(Cl)c(NC(=S)N/N=C/c2ccccc2C(F)(F)F)c1	x	1.6	9.8	0.9	-0.6	-0.8	-0.4	1.6	0.0
COc1ccc(CCN2CC(C(=O)N(C)Cc3ccccc3OC)CCC2=O)cc1 (stereo unspecified)	13.9	-0.4	-2.6	-3.1	-1.5	0.4	-0.1	2.7	-1.0
CCOc1cc(C(=O)O)ccc1OCCOc1ccccc1	24.2	0.9	-12.8	1.0	-3.3	0.7	-0.2	2.6	-0.8
O=C(O)Cn1cc(F)c(=O)[nH]c1=O	-1.0	22.3	4.9	0.3	-1.6	-0.3	-2.6	-6.0	x
Cc1ccc2[nH]c3c(c2c1)CNCC3	-1.2	0.9	10.5	-2.6	1.3	1.3	5.7	2.0	-0.7
CC1CN(C(=O)COC(=O)Cc2c(Cl)cccc2Cl)CC(C)O1 (stereo unspecified)	-3.0	0.8	4.4	-3.6	1.3	0.3	1.3	-3.4	1.5
C=C(C)CN(CC)C(=O)CC1C(=O)NCCN1C (stereo unspecified)	-0.3	-0.3	-5.6	-1.6	-0.7	-1.2	1.1	-6.9	-0.4
COCCSc1nnc(NC(=O)COC)s1	-0.8	-0.8	-4.0	-2.0	-1.7	-0.1	-5.7	-8.6	1.0
CC(=O)Nc1ccc(NC(=O)c2ccccc2CCc2ccccc2)cc1	x	1.2	3.7	-6.7	-2.8	-0.4	-1.5	-4.9	-0.1
COc1ccccc1NC(=O)CCC(=O)OCc1ccc(Br)cc1	x	-2.1	4.9	-0.6	-0.5	0.6	-1.4	-1.9	-0.3
CCNS(=O)(=O)c1ccc(NC(=O)c2ccccc2)cc1	1.7	1.8	7.1	-1.5	-0.6	0.6	1.3	-1.6	0.0
COc1ccc(S(=O)(=O)N2CCCCC2)cc1NC(=O)CCNC(=O)c1ccco1	0.4	-1.7	2.1	x	0.3	-1.3	-0.8	3.2	-0.6
